Bioassay records (PubChem)
PfHsp90 set2: growth inhibition of yeast expressing Plasmodium Hsp90; S. cerevisiae expressing PfHsp90, BacTiter-Glo ATP, 48 h; yeast lacking PDR1 and PDR3 efflux regulators; inhibition, % at 9.4 µM; AID 504621; actives 0.32% (n = 310,000);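 active = every replicate shows inhibition above about 80%, whatever the replicate mean, limit read from the data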;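 note: 0% = DMSO neutral controls and 100% = 20 µM radicicol positive controls; yeast relying on Plasmodium falciparum Hsp90 in place of its own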
OPRM1-OPRD1 ag: agonists of human mu-delta opioid receptor heterodimerization. cells, OPRM1-OPRD1 heterodimerization, luminescence. AID 504326. P35372+P41143. actives 0.3% (n = 340,000). activation, % at 9.3 µM; in the data active = activation above about 18%;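 note: 0% = vehicle-treated cells and 100% = reference agonist; values of inactives mirror those of a sister screen read the other way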
Arrestin-AP2 inh: human beta-arrestin and AP2 interaction inhibition. FITC-arrestin peptide / GST-AP2 beads, flow cytometry; AP2 beta2 appendage carries R879A mutation. actives 0.31% (n = 340,000). inhibition, % at 10 µM;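 active = inhibition above a set limit, near 3 SD of compounds lacking own fluorescence, cut at about 54% in these data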;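 note: plate controls were DMSO wells for no effect and 5 µM unlabelled arrestin peptide for full effect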
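Material – AP2 appendage R879A on GSH beads · Buffer or medium – PBS with 0.05% Tween 20 and 0.1% BSA · Probe or stimulus – fluorescein-tagged arrestin peptide at 50 nM final · Incubation – compound with beads 12 min RT, then probe 1 h RT · Detection – high-throughput flow cytometry of beads, ex 488, em 535 nm · Evaluation – percent response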
E coli growth: bacterial growth inhibition, counter-screen for AddAB inhibitors. E. coli V3065 growth, OD600 absorbance, 18 h. inhibition, % at 11.9 µM. actives 0.27% (n = 330,000). AID 449728;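 active = inhibition above the campaign's mean inhibition across all tested compounds plus 3 SD, cut at about 9.9% in these data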;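 note: uninfected addAB+ strain grown without phage in ampicillin broth; 0% = DMSO wells and 100% = ciprofloxacin 0.95 µg/ml wells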
phage Ecoli inh: E. coli growth loss with phage present. growth absorbance. inhibition, % at 11.9 µM. actives 0.26% (n = 360,000); in the data active = inhibition above about 11%
Tat transport: inhibitors of E. coli Tat protein transport | E. coli MC4100 TorA-mCherry Tat export, fluorescence | actives 0.036% (n = 340,000) | inhibition, % at 10 µM;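 active = mean replicate inhibition at least 50% and at least half of replicates individually reaching 50%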;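 note: exported cargo escapes ClpAP degradation while cytoplasmic cargo is degraded and loses fluorescence; 0% = median of neutral control wells and 100% = median of NaSCN control wells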
Pemphigus Ab inh: inhibitors of pemphigus antibody binding to human desmoglein-3; DSG3-coupled beads, scFv-anti-DSG3-GFP binding, flow cytometry; active compounds read low; P32926; AID 588358; actives 0.48% (n = 310,000); binding (percent of control), % at 10 µM;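 active = binding more than 3 SD below its plate's average and above zero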;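 note: hits lower antibody fragment binding to DSG3; some compounds called inactive have numbers as strong as hits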
Target sequence (P32926 whole entry, looked up, the tested form may be a part): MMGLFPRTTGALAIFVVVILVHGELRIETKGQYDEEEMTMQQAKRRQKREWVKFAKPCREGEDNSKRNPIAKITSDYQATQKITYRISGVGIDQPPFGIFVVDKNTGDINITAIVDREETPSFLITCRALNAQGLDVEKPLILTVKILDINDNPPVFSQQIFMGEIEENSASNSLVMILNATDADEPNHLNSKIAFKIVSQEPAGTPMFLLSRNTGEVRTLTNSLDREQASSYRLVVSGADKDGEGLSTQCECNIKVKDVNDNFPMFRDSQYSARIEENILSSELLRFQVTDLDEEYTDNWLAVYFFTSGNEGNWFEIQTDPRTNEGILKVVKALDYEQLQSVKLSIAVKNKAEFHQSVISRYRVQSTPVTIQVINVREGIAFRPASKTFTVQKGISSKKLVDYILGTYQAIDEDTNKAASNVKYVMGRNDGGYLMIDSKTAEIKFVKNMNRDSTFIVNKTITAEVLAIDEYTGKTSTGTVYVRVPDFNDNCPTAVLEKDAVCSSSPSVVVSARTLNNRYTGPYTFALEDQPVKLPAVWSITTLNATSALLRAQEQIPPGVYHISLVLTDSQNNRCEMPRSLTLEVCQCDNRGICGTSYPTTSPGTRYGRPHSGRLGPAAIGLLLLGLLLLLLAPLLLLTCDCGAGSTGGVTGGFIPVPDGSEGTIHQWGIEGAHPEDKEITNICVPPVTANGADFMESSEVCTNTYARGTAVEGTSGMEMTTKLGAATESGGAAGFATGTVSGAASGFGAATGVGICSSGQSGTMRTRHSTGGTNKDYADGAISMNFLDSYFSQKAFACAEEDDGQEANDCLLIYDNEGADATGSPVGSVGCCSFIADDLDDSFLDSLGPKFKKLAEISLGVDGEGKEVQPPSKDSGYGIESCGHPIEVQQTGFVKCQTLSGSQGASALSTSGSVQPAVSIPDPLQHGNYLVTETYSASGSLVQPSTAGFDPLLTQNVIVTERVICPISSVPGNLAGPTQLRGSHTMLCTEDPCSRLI
PKA-R1A activ: activators of PKA-R1A complex; P00514+P68181; PKA-R1A dissociation, Cy5-IP20 fluorescence polarization; scaled: DMSO 0%, 113 µM cGMP 100%; activation, % at 11.4 µM; actives 0.083% (n = 340,000); AID 504707;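 active = percent activation above the mean of all tested compounds plus 3 SD, cut at about 19% in these data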;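 note: higher means more PKAc released from R1A so a rise in polarization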
SUMO Mot1 rescue: blocks SUMOylation pathway, rescuing yeast Mot1-301 growth; S. cerevisiae Mot1-301 growth rescue, ATP luminescence, 38.5C; percent above DMSO median, 100 means doubled; growth rescue, % at 18.8 µM; actives 1% (n = 320,000);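 active = every valid replicate shows activation above 250% relative to neutral control wells; inactive = the rest, any valid replicate at or below 250%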;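 note: OY570 slx delta 5 strain wells were the positive control but not used for scaling; some compounds called inactive have numbers as strong as hits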
OPRM1-OPRD1 inv: inverse agonist of human OPRM1-OPRD1 heterodimerization | actives 0.21% (n = 340,000) | cell-based MOR-DOR heterodimer luminescence, inverse agonism | AID 504357 | inhibition, % at 9.3 µM | P35372+P41143; in the data active = inhibition above about 22%, passing the limit was not always enough;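 note: 0% = cells with DMSO and 100% = wells without cells with DMSO; values of inactives mirror those of a sister screen read the other way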
AddAB inh: less growth of phage-infected E. coli with AddAB; E. coli expressing H. pylori AddAB, absorbance growth; inhibition, % at 11.9 µM; actives 0.29% (n = 330,000); in the data active = inhibition above about 12%;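 note: 0% = vehicle wells of infected cells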
* = called active by the depositor; x = not tested or not shown; & = joins results of further samples. Random draw from the library; overall some 2.8% were active at least once.

SMILES	PfHsp90 set2	OPRM1-OPRD1 ag	Arrestin-AP2 inh	E coli growth	phage Ecoli inh	Tat transport	Pemphigus Ab inh	PKA-R1A activ	SUMO Mot1 rescue	OPRM1-OPRD1 inv	AddAB inh
Cc1ccc(C)c(N2CCN(C(=O)CCc3nc(-c4cccc(Br)c4)no3)CC2)c1	-9	-0.7	8	-0.4	3.9	8	95	-3	x	4	-0.7
Cc1c(NC(=O)COC(=O)c2cccn2C)c(=O)n(-c2ccccc2)n1C	x	-1.9	-15	-0.2	0.7	-1	91	-12	-10	9	1.6
Cc1ccc(OCC(=O)Nc2ccncc2)cc1	5	1.8	-8	x	3.2	-9	108	8	3	-10	x
CCCCc1nn(-c2cc(Cl)ccc2OC)c2c1C(=O)CC(C)(C)C2	12	9.6	9	0.1	0.4	10	103	-5	10	-50	0.2
CCOC(=S)SCC(=O)N1CCc2ccccc2C1C1C(=O)CC(C)(C)CC1=O (centres undefined)	-10	0.3	1	0.6	3.0	-1	96	2	11	-2	-0.2
O=C(NCC(=O)N(Cc1cccs1)C(C(=O)NC1CCCC1)c1cccnc1)c1ccco1 (centres undefined)	4	-1.3	-2	-1.1	1.3	-8	98	-1	-23	7	0.0
Cc1cc(NC(=O)CCCC(=O)N(CC(=O)NCCc2ccccc2)Cc2ccc(F)cc2)no1	5	-1.4	3	-2.1	1.2	0	101	1	-11	8	-0.2
NC(=O)N/N=C/c1c(Sc2nnnn2-c2ccccc2)nc2ccccn2c1=O	-5	-1.9	6	1.6	3.5	-8	101	-7	-10	10	-0.4
Cn1c(O)c(/C=C2\C=Nc3ccccc32)sc1=Nc1ccc(C(=O)O)cc1	-28	-0.6	-22	-1.5	-0.6	-1	109	-6	-2	3	0.3
O=S(=O)(Nc1ccccn1)c1ccc(C(F)(F)F)cc1Cl	0	-3.7	-10	0.3	3.7	7	110	-7	2	18	3.3
CNC(=O)C(=O)N/N=C/c1cccnc1	-6	-0.8	5	1.8	4.2	-7	x	4	-9	4	2.6
Cc1ccc(-n2nc3c(=O)n(CC(=O)NCCc4ccccc4C)nc(C)c3c2C)cc1	-11	-0.8	3	0.1	4.4	12	x	-1	-6	4	1.0
O=C(Nc1ccc(S(=O)(=O)N2CCOCC2)cc1)c1ccc(Br)o1	x	-1.1	2	2.8	1.0	1	96	14	-2	6	1.1
O=C(CSC1=NCCN1)Nc1cccc(C(F)(F)F)c1	-8	-1.7	35	-2.3	0.8	-1	x	1	0	8	-0.8
COc1ccc(Cc2n[nH]c(=S)n2N)cc1OC	16	2.8	-10	3.0	-0.9	-26	x	-8	-7	-13	4.5
CCCN(CC(=O)Nc1ccccc1C)C(=O)C1CC(=O)N(Cc2ccccc2)C1 (centres undefined)	10	-1.6	-2	-0.3	0.1	-6	96	-4	-15	10	1.1
O=C(NCCc1ccccc1)c1cnc2ccccn2c1=O	-10	-2.6	15	-0.9	1.6	2	91	-7	-9	14	0.6
COc1ccc(OC)c(NC(=O)c2ccc(CN3CCc4ccccc4C3)cc2)c1	-2	5.5	10	-3.2	1.8	3	88	0	11	-27	-1.3
CN(CC(=O)Nc1ccc(N2CCOCC2)cc1)C(=O)CSc1ccccc1F	19	2.1	-5	0.2	0.3	-1	x	-4	2	-9	1.1
O=C(C1CCCO1)N1CCN(Cc2c(O)ccc3ccccc23)CC1 (centres undefined)	3	-1.1	2	0.8	0.8	-2	111	6	-25	5	-0.6
CCOc1ccc(N(CC(=O)NC2CCCCC2)S(=O)(=O)c2c(C)noc2C)cc1	7	-0.4	27	0.8	4.1	-8	103	-2	170	2	1.6
COc1cccc(-c2ccc(NC(=O)C3CCCN(Cc4nccn4C)C3)cc2)c1 (centres undefined)	56	-0.7	33	-0.4	-0.6	4	111	-14	2	3	0.4
CN(Cc1nccn1C)C(=O)c1ccc(OC2CCN(CCc3ccccc3)CC2)cc1	6	-1.3	-7	-0.1	2.9	-3	111	2	-9	4	1.2
COc1ccc(C(CNC(=O)C(CC(C)C)NS(=O)(=O)c2ccc(C)cc2)N2CCOCC2)cc1 (centres undefined)	21	-1.4	-1	-1.4	-3.6	11	96	1	-4	9	-1.2
CCCc1nnc(NC(=O)CNc2ccc(F)cc2)s1	-4	-1.6	6	-0.1	4.5	4	98	-6	74	9	2.4
COc1ccc(-c2cc(C(=O)NN)[nH]n2)cc1OC	-26	-2.0	-12	-0.2	0.8	-4	100	4	0	10	-1.2
COc1ccc(C)cc1N(CC(=O)N1CCc2ccccc2C1)S(C)(=O)=O	-1	-0.8	0	-0.3	0.2	1	99	-9	9	4	2.4
CCOc1ccc(C(=O)OCC(=O)NCc2ccccc2)cc1OCC	-8	-2.8	28	0.7	2.5	-3	110	6	16	12	0.4
CSc1nc2ncc(C(=O)O)c(N)n2n1	-16	0.0	4	1.3	5.8	-3	99	-2	1	0	2.0
O=C(N/C(=C\c1cccs1)C(=O)N1CCCCCC1)c1ccccc1	-11	-3.3	-3	-1.3	1.6	0	101	-6	312*	19	2.9
CC(C)(C)OC(=O)N1Cc2ccccc2C[C@H]1C(=O)N1CCC[C@H]1C(=O)O	-15	-1.6	-19	-0.2	2.6	4	103	2	2	8	1.7
COc1cccc(C(=O)N2CCN(S(=O)(=O)Cc3ccccc3)CC2)c1OC	x	-2.4	1	0.2	2.3	-1	99	3	530*	13	1.5
O=S(=O)(NC1CC1)c1ccc(S(=O)(=O)N(Cc2ccccn2)C2CCCC2)cc1	-12	-0.6	-20	-1.2	-0.1	-1	101	1	-22	3	1.2
CCCCCCNC(=O)CC(NS(=O)(=O)c1ccc(OC)cc1)C(C)C (centres undefined)	3	-1.4	4	-2.1	2.6	-3	102	-10	8	8	3.5
O=C(CNC(=O)c1ccco1)OCc1ccccc1Cl	-5	-4.0	26	0.9	1.3	2	118	-2	25	20	0.3
CC(OC(=O)C1CCCCC1)C(=O)Nc1cccc([N+](=O)[O-])c1 (centres undefined)	-9	3.1	-7	-0.1	-1.7	-4	x	-3	-1	-12	2.6
CN(C)C(CNC(C(=O)Nc1ccc([N+](=O)[O-])cc1Br)c1ccccc1)c1ccccc1 (centres undefined)	7	66*	-21	0.8	0.6	-3	95	-6	-7	-318	-2.5
O=C(Cc1cn2ccsc2n1)Nc1nc2c(s1)CN(Cc1ccccc1)CC2	-6	0.4	21	1.7	6.4	-1	102	-3	-12	-2	2.7
NC(=O)c1cc(-c2ccccc2)sc1NC(=O)CN1CCCCC1	29	2.8	3	-2.0	1.8	12	109	-12	1	-19	4.2
CC(C(=O)c1c[nH]c(C(=O)N=CN(C)C)c1)c1ncc(C(F)(F)F)cc1Cl (centres undefined)	-9	-1.1	10	-0.6	4.9	-6	102	13	-6	6	3.2
COc1ccccc1C(=O)Nc1ccc(Br)c2cccnc12	24	-4.2	-8	0.3	1.3	-9	115	3	191	21	-0.4
Cc1ncc([N+](=O)[O-])n1CC(=O)Nc1ccc(F)c(F)c1	7	-1.3	-20	4.2	2.3	3	90	7	10	7	2.5
CCCn1c(SCC(=O)Nc2ccc3c(c2)OCO3)nc2c1c(=O)n(C)c(=O)n2C	x	-3.6	26	-1.1	3.3	-3	90	-5	7	18	1.0
CC(C)(C)NC(=O)NC(=O)COc1ccc(Br)cc1Br	-30	3.7	-1	-0.5	4.4	14	80	-13	14	-18	4.5
CC1CCCC(C)N1C(=O)COC(=O)c1cc(Br)ccc1Cl (centres undefined)	-23	0.3	32	-0.1	2.0	1	106	-7	10	-2	4.6
CCOc1ccc(Br)cc1C(=O)N/N=C/c1cccc(C)n1	-7	-2.2	1	0.7	0.0	-1	102	-2	-5	10	2.3
COc1cccc(-c2nnn(CC(=O)NC3CCCC3)n2)c1OC	7	-4.7	33	0.9	1.9	-4	99	9	46	21	-1.6
COc1ccc(CC(=O)Nc2cccc(S(=O)(=O)N3CCCCC3)c2)cc1	x	0.5	20	-1.2	1.6	-4	105	-6	x	-2	-1.1
COc1ccc(/C=C2\SC(=O)N(CCC(=O)N3CCCCC3)C2=O)cc1OC	-3	-2.0	-2	3.1	1.8	-6	106	2	20	11	2.2
CCCNC(=O)NS(=O)(=O)c1ccc(Cl)cc1	18	-0.3	20	-0.4	1.6	-8	103	-12	15&-11	2	-2.7
COc1ccc(CCNC(=O)c2cccc(S(=O)(=O)N3CCc4ccccc4C3)c2)cc1	13	-1.4	15	-1.7	2.7	2	x	-9	2	6	2.3
C[C@]12C(=O)N(c3cccc(Cl)c3)C(=O)N1[C@H]1c3ccccc3OC[C@@H]1[C@H]2c1ccccc1	-1	-1.1	-1	2.6	x	3	102	1	-4	6	1.3
CCN(C(=S)NC(=O)c1ccco1)c1cccc2ccccc12	3	5.8	-2	-4.9	-1.9	-6	x	-3	4	-23	-1.9
CCn1cc(C(=O)NCc2ccc3c(c2)OCO3)c(=O)c2cc(F)c(N3CCN(C(=O)c4ccco4)CC3)cc21	-41	-1.0	5	91*	9.5	30	100	5	13	5	97*
Cc1cc(C)c(NC(=O)COC(=O)c2ccc([N+](=O)[O-])s2)c(C)c1	13	-0.3	5	1.8	2.4	-3	127	-16	-3	2	3.4
Cc1ccccc1N1CCN(CCCOc2ccc3c(C)cc(=O)oc3c2)CC1	13	-1.1	-4	0.6	3.7	0	104	-11	-9	5	1.0
O=C(Cc1ccc(F)cc1)NC1CCCC1	1	-3.0	0	0.4	0.1	-1	x	3	11	12	3.3
COc1ccc(OC)c(Nc2cc(C)nc3nc(C)nn23)c1	5	-0.9	17	-1.4	0.9	-3	82*	-6	8	5	5.4
N/C(=N\OC(=O)COc1ccc(Br)cc1Cl)c1cccnc1	-8	3.6	7	-0.2	3.8	0	106	3	5	-19	5.9
COc1cccc(NC(=O)CN2C(=O)COc3ccc(S(=O)(=O)N4CCCCCC4)cc32)c1	3	0.3	2	0.1	0.2	0	104	-1	-6	-2	-0.1
O=C(COc1cccc(F)c1)NNC(=O)Cc1ccc(S(=O)(=O)N2CCOCC2)s1	x	1.7	5	1.9	-0.4	-3	103	-6	10	-7	0.1
CCOC(=O)c1c(C)[nH]c(C2=NNC(=Nc3ccccc3)SC2)c1C	8	3.0	10	x	3.0	-2	107	0	x	-19	x
